Compound activity as filed in PubChem BioAssay.
GalR3 antagonist: blocks the human galanin receptor 3 | O60755 | HEK293 GalR3-CNG cAMP membrane potential fluorescence; galR3 body fused to GalR1 C-terminus | inhibition, % at 3 µM | 360,000 tested, 0.44% active | AID 651719;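 active = inhibition above the screen-wide average plus 3 SD, cut at about 13% in these data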;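 also: forskolin and galanin both at EC90 stimulate the cells; cAMP rise reported by CNG channel membrane potential dye signal; 0% = forskolin plus galanin with DMSO and 100% = forskolin alone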
SUMO HTRF inh: blocks human SUMOylation mediated by UBC9 | HTRF SUMOylation assay, SAE1/SAE2 + UBC9, in vitro | inhibition, % at 35 µM | 290,000 tested, 0.36% active | AID 2006; in the data active = inhibition above about 50%, passing the limit was not always enough; also: strong numbers were not always called active
VIM-2 inh: inhibitors of Pseudomonas aeruginosa VIM-2 metallo-beta-lactamase. purified VIM-2, nitrocefin hydrolysis, epi-absorbance fluorescence. inhibition, % at 5.6 µM. 290,000 tested, 0.89% active;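 active = inhibition above the mean of all tested compounds plus 3 SD, cutoff set per screening run, cut at about 7.5% in these data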;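 also: red hydrolysis product quenches plate fluorescence so inhibitors raise well fluorescence; 0% = enzyme with DMSO and 100% = DMSO without enzyme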
IDE cell inh: inhibitors of human insulin-degrading enzyme in cells; P14735; HEK cells, FAbetaB cleavage, fluorescence polarization; inhibition, % at 5.59 µM; 320,000 tested, 0.41% active; AID 434962;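 active = percent inhibition above the average of all tested compounds plus 3 SD, set per screening campaign, cut at about 16% in these data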;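 also: IDE supplied by intact live HEK cells; FP after avidin binding of uncleaved biotin substrate so inhibition keeps polarization high; 0% = DMSO wells and 100% = 60 µM reference IDE inhibitor Ii1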
Target sequence (P14735 whole entry, looked up): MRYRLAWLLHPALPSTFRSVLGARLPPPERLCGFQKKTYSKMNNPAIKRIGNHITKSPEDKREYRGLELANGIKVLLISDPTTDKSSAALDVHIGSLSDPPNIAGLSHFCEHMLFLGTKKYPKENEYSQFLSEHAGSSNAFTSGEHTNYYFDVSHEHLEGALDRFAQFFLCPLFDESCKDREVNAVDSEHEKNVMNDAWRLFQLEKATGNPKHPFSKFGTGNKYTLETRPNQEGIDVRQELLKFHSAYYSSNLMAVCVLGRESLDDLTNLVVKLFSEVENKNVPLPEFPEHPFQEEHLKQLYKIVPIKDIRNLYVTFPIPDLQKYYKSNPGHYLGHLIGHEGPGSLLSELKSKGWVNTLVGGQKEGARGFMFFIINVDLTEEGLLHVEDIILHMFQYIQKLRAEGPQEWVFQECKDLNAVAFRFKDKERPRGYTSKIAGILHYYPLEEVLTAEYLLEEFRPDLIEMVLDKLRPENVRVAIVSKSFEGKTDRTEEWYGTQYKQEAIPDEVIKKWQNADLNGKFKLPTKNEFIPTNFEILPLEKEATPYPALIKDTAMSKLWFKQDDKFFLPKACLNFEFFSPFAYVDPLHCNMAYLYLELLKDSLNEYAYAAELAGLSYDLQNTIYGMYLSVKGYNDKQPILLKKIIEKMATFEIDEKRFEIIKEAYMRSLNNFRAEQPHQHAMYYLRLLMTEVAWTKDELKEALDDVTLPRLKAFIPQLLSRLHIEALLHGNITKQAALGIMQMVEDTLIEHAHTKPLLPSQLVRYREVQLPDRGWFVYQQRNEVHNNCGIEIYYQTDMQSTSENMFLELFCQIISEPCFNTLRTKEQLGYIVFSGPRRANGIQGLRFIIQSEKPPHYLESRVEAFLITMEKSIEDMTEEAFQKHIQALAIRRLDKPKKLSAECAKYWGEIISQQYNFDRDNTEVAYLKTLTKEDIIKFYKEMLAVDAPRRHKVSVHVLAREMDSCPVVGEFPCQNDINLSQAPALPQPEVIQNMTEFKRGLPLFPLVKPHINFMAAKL
p-CIP stab down: compounds decreasing mouse p/CIP protein stability; decrease of EGFP signal, % at 10 µM; AID 1984; F442A p/CIP-EGFP cells, EGFP fluorescence, 16 h; 290,000 tested, 0.01% active; Q05BA5;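 active = EGFP signal decrease of at least 30% at 10 µM or well 3 SD below plate mean, unless failing retest; inactive = the rest, including hits failing retest or dose response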; also: some compounds called inactive have numbers as strong as hits; many of its hits are not listed in these tables
NS3 helicase inh: HCV NS3 helicase inhibition; NS3 helicase DNA unwinding, Cy5 molecular beacon fluorescence; inhibition, % at 10.9 µM; 290,000 tested, 0.56% active;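 active = inhibition above the mean of all tested compounds plus 3 SD, set per campaign, cut at about 35% in these data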;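 also: 0% = DMSO wells and 100% = thioflavine S control wells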
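System: Hepatitis C virus NS3 helicase domain fragment enzyme | Reagent: Annealed dual-labelled DNA beacon duplex, ATP-started | Compound dosing: 10.9 µM single point, 0.8% DMSO | Incubation: 1 h reaction at 25 °C, ATP-initiated | Technique: Cy5 fluorescence | Evaluation: Percent inhibition from t60/t0 fluorescence ratio | Benchmarks: Low DMSO, high thioflavine S at 110 µM | Replication: Singlicate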
IDE act: activators of human insulin-degrading enzyme in cells | AID 493087 | P14735 | activation, % at 5.96 µM | HEK cells, FAbeta-B cleavage, fluorescence polarization; 0% vehicle, 100% cell-free pure enzyme wells | 340,000 tested, 0.073% active;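 active = activation above the mean of all tested compounds plus 3 SD, set per screening campaign, cut at about 17% in these data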
CRFR2-BP antag: antagonists of CRF-binding protein/CRF-R2 receptor complex; HEK293 CRF-R2/CRF-BP, CRF-induced calcium fluorescence; inhibition, % at 11.8 µM; 350,000 tested, 0.59% active;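 active = inhibition of the ligand-induced calcium signal above about 50% at the single tested concentration, limit read from the data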
IMP-1 inhibitor: inhibitors of Pseudomonas aeruginosa IMP-1 metallo-beta-lactamase; purified IMP-1, nitrocefin hydrolysis, epi-absorbance fluorescence; 290,000 tested, 0.45% active; inhibition, % at 5.6 µM; AID 1556;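 active = inhibition above the mean plus 3 SD of all compounds in the same screening run, cut at about 4.5% in these data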;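 also: 0% = IMP-1 with DMSO and 100% = DMSO wells lacking enzyme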
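Assay system: purified recombinant IMP-1 beta-lactamase. Input: IMP-1 0.2 nM before substrate addition. Buffer or medium: Zinc- and detergent-supplemented HEPES buffer, pH 7.1. Schedule: 25 °C, 15 min preincubation, 25 min reaction. Signal: Epi-absorbance fluorescence, 480 nm excitation, 530 nm emission. Evaluation: percent inhibition from optical density relative to buffer-blank wells.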
* = called active by the depositor; x = no result given.

SMILES	GalR3 antagonist	SUMO HTRF inh	VIM-2 inh	IDE cell inh	p-CIP stab down	NS3 helicase inh	IDE act	CRFR2-BP antag	IMP-1 inhibitor
O=C(CN(Cc1ccccc1)S(=O)(=O)c1ccccc1)N/N=C/c1ccccc1[N+](=O)[O-]	-8	10	-1.0	1	-14	-3	1	2	-2.1
O=C(NCC1CCCO1)c1c(O)nc2sccn2c1=O (centres undefined)	-5	x	x	1	x	x	3	-10	x
COc1ccc(C(c2nnnn2C2CCCC2)N2CCC(C)CC2)c(OC)c1 (centres undefined)	-3	2	-3.7	4	-12	5	5	-14	-6.6
COc1ccccc1NC(=O)C1=C(C)NC(=O)NC1c1cccc(OC)c1OC (centres undefined)	2	-8	-3.0	2	-7	-9	-1	-1	-3.1
COc1cc(CN(C)c2ncnc3sccc23)ccc1OC(F)F	-8	-16	-0.8	-7	-8	-5	4	34	-2.9
O=C(CCS(=O)(=O)c1ccc2c(c1)NC(=O)CS2)NCCc1ccccc1	-6	-3	-1.9	2	-9	-3	7	-1	-2.6
O=C(C[n+]1cc2ccccc2c2ccccc21)c1ccccc1	-3	11	-5.0	-5	-3	-8	3	-28	-3.1
C/C(=N/N1CCN(Cc2cccc3ccccc23)CC1)c1cccnc1	-4	-8	-2.5	0	-8	-10	2	3	-2.0
Oc1ccc(Cl)cc1C1=NCCNC(C(F)(F)C(F)F)=C1	-1	6	-2.8	4	2	2	5	-7	-3.5
O=C(CCCCCN1C(=O)CCC1=O)NCc1ccccc1	-3	-13	-1.5	3	-6	-2	2	27	-2.2
COc1ccccc1N1CCN(C(=O)c2c(C)cc(=O)oc2C)CC1	-3	24	-0.5	6	-11	2	7	23	-3.4
N#CCCn1c(SCC(=O)c2c[nH]c3ccccc23)nc2ccccc21	3	-3	-2.9	-4	7	-3	2	18	-2.7
CCOC(=O)c1cnc2nc(NCc3ccc(OC)c(OC)c3)[nH]n2c1=O	-2	18	-2.0	10	-8	-5	-2	-6	-7.5
Cc1onc(-c2ccccc2Cl)c1C(=O)NCCCc1ccccc1	-2	10	-3.0	4	4	-2	0	3	-1.7
CCCOc1ccc(CNC(=O)Cn2c(=O)oc3ccccc32)cc1	2	3	-2.1	2	-6	6	4	12	-3.0
CSc1cccc(NC(=S)N(Cc2ccc(C)cc2)Cc2ccccn2)c1	-2	-14	1.0	1	5	-4	4	5	0.2
CCOc1ccc(S(=O)(=O)NCc2ccncc2)cc1NC(=O)c1ccccc1	-4	x	x	5	x	x	2	12	x
Cc1cccc(NC(=S)N2CCC(NC(=O)C3CCCCC3)CC2)c1	-7	14	-3.9	9	-7	9	-2	-1	-0.7
CCCCNc1c([N+](=O)[O-])cc(C)cc1[N+](=O)[O-]	-6	8	-3.7	0	-14	1	2	7	-2.6
O=C(NCCn1cccn1)C1CCC(=O)N(CCc2ccccc2)C1 (centres undefined)	-1	0	-0.5	-3	-30	7	1	-10	-3.4
O=C(COC(=O)c1cc(=O)[nH]c(=O)[nH]1)Nc1cccc(S(=O)(=O)N2CCOCC2)c1	-6	14	-1.5	8	-9	-3	6	-1	-2.4
COC(=O)c1[nH]c2cccc(Cl)c2c1NC(=O)CN(C)C1CCCCC1	-1	17	0.5	-3	-11	-1	-4	-13	-4.8
Cc1ccc(-n2c(COc3c(C)cccc3C)nnc2SCC(=O)Nc2nccs2)cc1	-6	25	-4.8	1	-7	0	7	7	-1.4
Cc1ccccc1S(=O)(=O)c1c(C)cc(C)n(CC(C)C)c1=O	-1	-7	-4.4	0	-11	7	3	14	-4.7
CC(C)CC(NC(N)=O)C(=O)Nc1ccc2c(c1)OCO2 (centres undefined)	1	21	-2.4	5	6	-2	0	18	-2.3

4 structures from above, arranged by length of the SMILES, largest number first:
SMILES	GalR3 antagonist	SUMO HTRF inh	VIM-2 inh	IDE cell inh	p-CIP stab down	NS3 helicase inh	IDE act	CRFR2-BP antag	IMP-1 inhibitor
COc1ccc(C(c2nnnn2C2CCCC2)N2CCC(C)CC2)c(OC)c1 (centres undefined)	-3	2	-3.7	4	-12	5	5	-14	-6.6
N#CCCn1c(SCC(=O)c2c[nH]c3ccccc23)nc2ccccc21	3	-3	-2.9	-4	7	-3	2	18	-2.7
Cc1cccc(NC(=S)N2CCC(NC(=O)C3CCCCC3)CC2)c1	-7	14	-3.9	9	-7	9	-2	-1	-0.7
O=C(NCCn1cccn1)C1CCC(=O)N(CCc2ccccc2)C1 (centres undefined)	-1	0	-0.5	-3	-30	7	1	-10	-3.4

More structures
SMILES	GalR3 antagonist	SUMO HTRF inh	VIM-2 inh	IDE cell inh	p-CIP stab down	NS3 helicase inh	IDE act	CRFR2-BP antag	IMP-1 inhibitor
c1ccc(-c2nc(CSc3nnc(-c4cccs4)o3)cs2)cc1	-6	x	-0.7	2	x	-8	1	10	2.1
O=C(NCc1ccc(OC(F)(F)F)cc1)C1CC(c2ccccc2C(F)(F)F)=NO1 (centres undefined)	-5	-25	x	9	8	x	6	4	x
Cc1ccc(Nc2nc(N)c([N+](=O)[O-])c(N3CCOCC3)n2)cc1	-4	14	-1.4	3	-22	-15	3	-32	-0.7
CN(Cc1ccccc1)C(=O)c1ccc(NC(=O)Cc2cccc(NC(=O)C3CCN(C(=O)C4CC4)CC3)c2)cc1	-4	x	x	-1	x	x	3	6	x
Cc1cc(C)nc(Nc2nc3ccccc3s2)n1	-1	9	-1.8	-6	3	5	8	-17	-2.3
CCCCCCNC(=O)C(C(=O)OCC)C1CCCCC1 (centres undefined)	-6	-9	-1.9	-2	-2	1	-2	-16	-1.4
CCN1CCN(C(=S)Nc2cc(S(=O)(=O)N(CC)CC)ccc2C)CC1	-3	0	-3.2	0	-7	7	1	4	-0.9
CC(C)(C)C1CCc2c(sc3ncn(N)c(=N)c23)C1 (centres undefined)	-1	12	-2.2	-2	-15	1	13	4	-1.6
COCc1cc(C)nc2sc(C(=O)NC3CCCCC3)c(N)c12	-3	-6	-0.6	-3	13	13	1	2	-1.6
CCCCC1CCC(/C(N)=N/O)CC1 (centres undefined)	-1	2	-2.4	0	-2	8	5	-1	-4.0
O=C(Nc1ccnn1C1CCN(C(=O)Cc2ccccc2F)CC1)C1CC1	-1	6	-1.0	4	-5	1	3	-1	0.0
O=C(O)c1c(-c2ccccc2)c(-c2ccccc2)nc2ccccc12	5	18	-1.3	1	18	0	1	-2	-2.2
Cc1nc(-c2cccc(NC(=O)C3CCCCC3)c2)cs1	-4	0	-2.8	0	5	-10	2	-16	-3.4
Cc1ccc(C(=O)NC2CCN(CCCC(=O)c3ccc(F)cc3)CC2)cc1	-8	0	0.9	-1	-5	-8	5	-8	-0.2
O=C(CSc1nc2sc3c(c2c(=O)n1-c1ccccc1)CCCC3)N/N=C/c1ccc(C(=O)O)cc1	x	10	-2.3	0	-55	24	-2	-12	-3.6
Cc1cc2cc(CCNC(=O)C(C)C)c(=O)[nH]c2cc1C	-5	x	0.1	2	x	0	-4	0	3.3
CCc1nnc(NC(=O)CSc2nnc(-c3ccccc3O)o2)s1	-1	6	-2.4	1	-2	8	10	-19	-5.1
COc1ccc(S(=O)(=O)N2CCCOC2CNC(=O)C(=O)NC2CCCC2)cc1 (centres undefined)	-4	2	2.4	0	-5	-2	2	10	-2.2
CCc1cc(=O)[nH]c(-n2[nH]c(-c3ccccc3)cc2=O)n1	-4	7	-1.2	-2	6	6	2	1	-4.0
O=C(/C=C/c1cccs1)Nc1ccncc1	-2	16	-1.1	-1	2	-20	6	-11	-3.4
CCCCNC(=O)Nc1cc(C(=O)OC)ccc1C	0	-5	-1.5	-3	-2	7	2	8	-3.1
O=[N+]([O-])c1ccc(S(=O)(=O)NCC2CC3CCC2C3)cc1 (centres undefined)	-11	2	-4.1	3	-13	4	-2	-10	-2.3
NS(=O)(=O)c1ccc(NC(=S)NC(=O)c2cccnc2)cc1	-2	6	0.0	1	-7	0	x	-4	2.5
Cc1cc(/C=C2\C(=N)N3C(SCc4ccccc4)=NSC3=NC2=O)c(C)n1Cc1ccccc1	-5	49	-3.4	-1	-10	8	8	4	-4.1
N#CC(C#N)=Cc1cnc(N2CCN(c3ccccc3)CC2)s1	-8	1	0.4	1	-4	24	2	10	1.2
CC(C)C1C2=C(CC(C)(C)CC2=O)ON1c1ccccc1 (centres undefined)	0	-2	-0.6	12	-10	-7	-3	-8	-1.2
CCCCCn1c(CN2CCCCC2C)nc2c1c(=O)n(C)c(=O)n2C (centres undefined)	-5	26	-1.1	-5	-16	-10	0	4	-1.9
O=C(c1ccc(Br)o1)N1CCN(c2ccccn2)CC1	-4	28	-0.5	-1	8	-7	6	-12	-1.7
O=C(Nn1nnnc1Nc1ccccc1)C12CC3CC(CC(C3)C1)C2	-1	3	0.1	1	4	6	2	1	-1.8
Cn1c(=O)c2c(nc(N3CCCC3)n2CC(O)CO)n(C)c1=O (centres undefined)	0	20	-0.7	-1	-18	6	2	15	-2.5

Among those listed so far, these have a Cl atom.
SMILES	GalR3 antagonist	SUMO HTRF inh	VIM-2 inh	IDE cell inh	p-CIP stab down	NS3 helicase inh	IDE act	CRFR2-BP antag	IMP-1 inhibitor
Oc1ccc(Cl)cc1C1=NCCNC(C(F)(F)C(F)F)=C1	-1	6	-2.8	4	2	2	5	-7	-3.5
Cc1onc(-c2ccccc2Cl)c1C(=O)NCCCc1ccccc1	-2	10	-3.0	4	4	-2	0	3	-1.7
COC(=O)c1[nH]c2cccc(Cl)c2c1NC(=O)CN(C)C1CCCCC1	-1	17	0.5	-3	-11	-1	-4	-13	-4.8
